# Redox H2O2 prof: compounds producing H2O2 with reducing agent – biochemical, NIH compound library profiling, artefact control for MLSCN library redox annotation, primary screen; activation, % at 10 µM; 200,000 tested, 0.03% active; DTT-dependent redox cycling H2O2, phenol red/HRP absorbance; 100% = 100 µM peroxide control, 0% = buffer;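 active = activation of at least 50% relative to the plate's high and low controls in the primary single-dose screen; inactive = activation below 50%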;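 note: compound incubated with DTT at 0.8 mM final as the reducing agent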
# FLuc stim CS: firefly luciferase counter-screen for stimulation assays. P08659. ATPlite luciferase biochemical, luminescence, 10 min; 0 = ATP-free wells, 1 = DMSO control. activation factor at 10 µM. 200,000 tested, under 10 active;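 active = luciferase activation factor, scaled between plate controls, of at least 2 with compound at 10 µM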
# Target sequence (P08659 whole entry, looked up): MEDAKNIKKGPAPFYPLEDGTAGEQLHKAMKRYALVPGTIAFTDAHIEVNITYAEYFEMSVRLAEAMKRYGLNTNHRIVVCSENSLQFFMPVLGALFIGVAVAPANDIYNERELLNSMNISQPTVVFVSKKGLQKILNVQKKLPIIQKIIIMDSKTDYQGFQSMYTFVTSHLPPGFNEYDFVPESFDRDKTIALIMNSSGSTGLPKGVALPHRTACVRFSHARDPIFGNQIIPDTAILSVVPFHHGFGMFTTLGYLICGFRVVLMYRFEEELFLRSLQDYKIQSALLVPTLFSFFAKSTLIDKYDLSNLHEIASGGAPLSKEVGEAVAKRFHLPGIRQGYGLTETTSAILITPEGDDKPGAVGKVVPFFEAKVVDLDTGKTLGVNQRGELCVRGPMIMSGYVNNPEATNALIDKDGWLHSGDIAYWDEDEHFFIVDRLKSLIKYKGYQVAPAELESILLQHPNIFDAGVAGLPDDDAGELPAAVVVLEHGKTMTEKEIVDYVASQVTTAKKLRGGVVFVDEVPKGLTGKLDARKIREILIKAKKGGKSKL
#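 Assay system: Luciferase/luciferin detection reagent, cell-free biochemical luciferase assay / Read-out: luciferase activation / Benchmarks: No-ATP low control, compound-free enzyme-plus-ATP high control / Medium: PBS buffer for ATP / Detection: luminescence measurement of luciferase light output / Schedule: 10 min at ambient temperature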
# APP 5UTR inh: APP translation inhibition; SH-SY5Y APP 5'UTR-luciferase reporter, luminescence; inhibition, % at 2 µM; 190,000 tested, 0.82% active; AID 1285;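 active = inhibition above a set limit, derived from the sample mean plus 3 SD, cut at about 45% in these data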; note: values of inactives mirror those of a sister screen read the other way
# G6PDH counter: inhibits Leuconostoc G6PDH, flagging false hits in G6PDH-based assays. Purified L. mesenteroides G6PDH, diaphorase/resazurin coupled fluorescence, 45 min. inhibition, % at 5 µM. 200,000 tested, 0.12% active; in the data active = inhibition above about 50%
# Hsp70 activator: transcriptional activators of Hsp70. 200,000 tested, 0.04% active. HeLa Hsp70 promoter luciferase reporter, luminescence; scaled: vehicle 0, proteasome-inhibitor control 100%. activation, % at 10 µM;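 active = activation above the mean across all tested compounds plus 3 SD, cutoff set per campaign, cut at about 5.5% in these data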;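 note: 100% = MG132 at 30 µM as the positive control and 0% = DMSO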
# STAT1 activator: increases IFN-gamma driven STAT1 reporter signal. NIH 3T3 STAT1-luciferase reporter, luminescence; 100% = IFN-gamma alone, no compound. activation (% of control), % at 5.5 µM. 200,000 tested, 2.6% active;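 active = activation above the screen-wide mean activation plus 3 SD, cut at about 130% in these data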;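 note: raw ratio to IFN-gamma control signal so 100% means no change and 0% no light; values of inactives mirror those of a sister screen read the other way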
# FLuc inhib CS: Photinus pyralis luciferase inhibition counter-screen; P08659; ATPLite firefly luciferase biochemical luminescence, 10 min; inhibition, % at 10 µM; 200,000 tested, 1.5% active;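 active = inhibition above about 50% when tested at 10 µM, limit read from the data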
# Efa HMGR inh: blocks class II HMG-CoA reductase of Enterococcus faecalis. purified E. faecalis HMGR, NADPH absorbance 340 nm kinetic. inhibition, % at 10 µM. 190,000 tested, 0.41% active. AID 1066;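 active = inhibition above a set limit, the median over all tested compounds plus 3 SD, cut at about 9.5% in these data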;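 note: enzyme runs in reverse so mevalonate oxidation gives rising NADPH absorbance; 0% = complete reaction with DMSO and 100% = background rate lacking mevalonate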
# APP 5'UTR act: activates APP 5'UTR luciferase reporter; SH-SY5Y APP 5'UTR luciferase reporter, luminescence; zero percent = DMSO vehicle wells; activation, % at 2 µM; 190,000 tested, 1% active; AID 1276;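 active = activation above a set limit, based on mean plus 3 SD of controls, cut at about 140% in these data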; note: values of inactives mirror those of a sister screen read the other way
# NF-kB neuron act: NF-kB expression increase, human neuronal cells. NF-kB reporter expression; active compounds read high. fold change at 12.5 µM. 190,000 tested, 1.6% active. AID 1239; in the data active = fold change above about 3.3
# * = called active by the depositor; x = no result given.
SMILES,Redox H2O2 prof,FLuc stim CS,APP 5UTR inh,G6PDH counter,Hsp70 activator,STAT1 activator,FLuc inhib CS,Efa HMGR inh,APP 5'UTR act,NF-kB neuron act
Fc1ccc(-c2csc3ncnc(Nc4ccc(N5CCOCC5)cc4)c23)cc1,1.8,1.1,-8,5,-0.4,99,-8,-1,8,0.96
COc1ccc(CCNC(=O)COC(=O)c2ccc(Br)o2)cc1OC,0.2,1,11,-1,-0.5,101,-4,-2,-11,1.2
Cc1cc(NC(=O)CS(=O)(=O)c2cn(C)c3ccccc23)no1,-0.7,1.1,-14,1,-0.1,103,-7,-5,14,1
O=C(CSc1nc2c(sc3ccccc32)c(=O)n1CCCN1CCCC1)NCc1ccco1,-0.8,1.1,-31,9,-0.3,97,-5,-3,31,1.2
Cc1cccc(Oc2ncc(-c3ccc(Cl)cc3)cn2)c1,20,1,-8,-1,-0.1,102,1,-5,8,1.3
CCOc1ccc(C(=O)OCn2nnc3ccccc3c2=O)cc1OC,0.0,1,3,14,-0.1,102,0,-1,-3,0.84
OCC1(CCOc2ccccc2)CCN(Cc2ccc3cccc(F)c3n2)CC1,-0.4,1.1,-8,9,0.2,98,-8,3,9,0.99
O=C(c1cccc(F)c1)N1CCN(C2CCCCC2)CC1,0.1,1.1,2,6,-0.3,100,-6,1,-2,1.1
COc1ccc(NC(=O)CSc2nnc(-c3ccccc3)n2Cc2ccco2)c(OC)c1,2.1,0.9,-17,-2,-0.1,100,6,0,17,0.78
c1ccc2c(c1)CCN(CCCNc1nc3ccccc3n3cnnc13)C2,-0.1,1.1,14,8,-0.3,104,-9,1,-14,1.3
CC(C)C(=O)Nc1cccc(C(=O)NCc2ccc(S(N)(=O)=O)cc2)c1,1.1,1,1,7,-0.4,94,-4,-4,-1,0.97
COc1ccc(CN(C(=O)c2cccs2)C(C(=O)NC2CCCCC2)c2ccc3ncccc3c2)cc1 (stereo unspecified),-3.3,1.1,-22,13,-0.1,79,-8,6,22,0.51
Cc1ccc(/C=C2\SC(=S)N(C(Cc3ccccc3)C(=O)O)C2=O)cc1 (stereo unspecified),0.1,1.1,27,-11,-0.3,102,-8,-2,-27,1.1
Cn1c(C(=O)NCc2cccnc2)cc2sc(Cl)cc21,-3.3,1.1,6,8,-0.3,99,-15,-1,-7,1
O=C(CCNc1cccc(F)c1)c1cc2ccccc2o1,6.7,1,-2,1,-0.2,116,2,2,2,1.3
CCC(C)NC(=O)c1cnn2c1NC(c1ccc3c(c1)OCO3)CC2C(F)(F)F (stereo unspecified),0.5,1.1,5,3,-0.1,99,-10,-6,-5,1.1
CC(=O)Nc1ccc(CN2CCN(CC=C(C)C)C(CCO)C2)cc1 (stereo unspecified),-0.3,1,-13,5,-0.5,101,-3,2,13,1.2
CC(=O)Nc1ccc(C(=O)NCC(=O)OCc2ccccc2F)cc1,-0.6,1,-6,5,-0.1,101,0,-5,6,1.1
Cc1nnc(SCC(=O)NC(=O)NCc2ccco2)n1Cc1ccccc1,0.0,1,20,7,0.0,100,0,0,-20,1.5
CCOC(=O)c1c(NC(=O)C(Sc2ccccc2)c2ccccc2)sc(C(N)=O)c1C (stereo unspecified),1.9,1.1,-3,10,-0.2,99,-7,0,3,0.87
Cc1nc(N)nc(Nc2ccc(Cl)cc2)c1Br,14,1,-19,4,-0.2,104,-1,-2,19,1.2
COc1cc2c(cc1OC)C(=O)N(C)CC2,0.7,1,-1,6,-0.1,100,0,-3,1,1.3
CC(=O)c1ccc2noc(-c3ccc(F)cc3)c2c1,-1.1,1,-22,1,0.1,107,-1,3,21,1.1
O=c1c2c3c(sc2nc2n1N=C(c1cccs1)CS2)CCCC3,-0.6,0.2,-13,2,-0.2,115,76*,2,13,0.93
Cc1nn2c(-c3cccc(NC(=O)CSc4nc5ccccc5o4)c3)nnc2c2ccccc12,-0.4,1.1,-18,-72,-0.2,92,-9,-5,18,0.49

# Brought forward from above: three compounds; new compounds follow.
SMILES,Redox H2O2 prof,FLuc stim CS,APP 5UTR inh,G6PDH counter,Hsp70 activator,STAT1 activator,FLuc inhib CS,Efa HMGR inh,APP 5'UTR act,NF-kB neuron act
CC(=O)c1ccc2noc(-c3ccc(F)cc3)c2c1,-1.1,1,-22,1,0.1,107,-1,3,21,1.1
O=c1c2c3c(sc2nc2n1N=C(c1cccs1)CS2)CCCC3,-0.6,0.2,-13,2,-0.2,115,76*,2,13,0.93
Cc1nn2c(-c3cccc(NC(=O)CSc4nc5ccccc5o4)c3)nnc2c2ccccc12,-0.4,1.1,-18,-72,-0.2,92,-9,-5,18,0.49
Cc1cccc(C(=O)c2c(N)sc3c2CCC(C)C3)c1 (stereo unspecified),0.6,1,-54,5,0.0,116,3,-5,54,0.47
COCCOC(=O)c1c(C)oc2ccc(OC(=O)c3ccc4c(c3)OCO4)cc12,0.7,1,-10,-10,0.3,101,-4,1,10,0.89
N[C@@H]1CONC1=O,x,1,x,2,0.0,x,-1,-1,x,x
CCCc1nn2c(=O)c(C(c3ccc(C)cc3)c3c(O)nc4sc(CCC)nn4c3=O)c(O)nc2s1,1.1,1,6,12,0.5,101,-2,-1,-6,1.6
CCOC(=O)N1CCC(N2Cc3cccc(C(=O)Nc4cccc(F)c4)c3C2=O)CC1,-0.3,1,4,1,0.1,94,3,-11,-4,0.49
CN(Cc1nc2ccccc2n1C)C(=O)c1cccs1,0.9,1.1,8,-15,-0.1,100,-11,-1,-8,1.1
Nc1ccc(SC(F)(F)F)cc1C(=O)c1ccccc1,1.7,1,14,-1,0.1,114,-1,-3,-14,1.5
O=c1cc(CSc2nnc(COc3ccccc3)o2)c2ccccc2[nH]1,1.5,1,-7,3,0.1,115,-3,-4,7,1.6
CCC(Oc1ccccc1)C(=O)N1CC(C)CC(C)C1 (stereo unspecified),0.6,1.1,2,-13,-0.2,101,-8,-1,x,1.1
COc1ccc(N=N/C(=C\O)C(=O)c2cccs2)cc1,-0.4,1,2,0,-0.2,112,-2,5,-2,1.1
O=C(CCCn1ncn2c(cc3occc32)c1=O)N1CCc2ccccc2C1,-0.2,1.1,5,6,0.6,102,-6,-15,-5,1.1
COc1ccccc1C(=O)N1CCN(C(=O)COc2cccc(C)c2)CC1,2.2,1.1,-14,6,-0.4,90,-6,-1,14,1.2
O=C(CCN1C(=O)/C(=C/C=C/c2ccccc2)SC1=S)Nc1cccnc1,0.6,0.8,-62,2,-0.1,125,23,-2,62,1.4
O=c1c2c3c(sc2nc2n1CCCCC2)CCC3,0.1,1,-8,0,-0.6,105,3,4,8,1.6
O=C(COC(=O)c1nc(Cl)ccc1Cl)NCc1ccccc1,-0.5,1,-1,12,-0.4,101,-4,4,1,1.1
Cc1ccc(-n2c(SCC(=O)N3CCOCC3)nnc2-c2cccnc2)cc1,-0.1,1,-2,3,2.0,111,-3,-9,3,1.6
Cn1c(=O)c(C(=O)COC(=O)c2cc(-c3ccccc3)nc3ccccc23)c(N)n(Cc2ccccc2)c1=O,0.4,0.9,20,15,0.1,100,7,-7,-20,0.99
Cc1ccc(NCc2nnc(SCCN3CCCCC3)n2CC2CCCO2)c(C)c1 (stereo unspecified),2.0,1.1,-7,9,-0.4,79,-8,1,7,1.1
CCOC(=O)C1=C(C)Nc2ncnn2C1c1cccnc1 (stereo unspecified),0.6,1.1,8,2,-0.4,101,-5,1,-7,1.2
CCOC(=O)c1sc2nc(C)cc(-c3ccccc3)c2c1N,1.0,1,6,-4,-0.6,94,-3,-5,-6,1.1
CN(c1cccc(Cl)c1)S(=O)(=O)c1cccc(C(=O)Nc2nc3ccccc3[nH]2)c1,0.2,1.2,-11,6,-0.6,106,-16,-3,11,0.5
CCOC(=O)C1(Cc2cccc(F)c2)CCN(C(=O)c2cnc(C)cn2)CC1,-2.4,1,-9,17,0.0,95,-4,-2,9,1.4
CCOc1ccc(-n2cnnn2)cc1S(=O)(=O)N1CCCCC1,-1.8,1,3,6,-0.4,97,2,1,-3,1.1
COC(=O)c1ccc(C(=O)OC)c(NC(=O)N2c3ccccc3Sc3ccccc32)c1,-0.3,1.1,10,-9,-0.1,100,-6,1,-10,1.2
Cc1ccc(NS(=O)(=O)c2cc([N+](=O)[O-])ccc2NNC(=S)Nc2cccc(Cl)c2)c(C)c1,4.0,1,-8,-2,-0.4,94,-1,-7,8,0.86

# In the list so far, 2 contain an NH in an aromatic ring.
SMILES,Redox H2O2 prof,FLuc stim CS,APP 5UTR inh,G6PDH counter,Hsp70 activator,STAT1 activator,FLuc inhib CS,Efa HMGR inh,APP 5'UTR act,NF-kB neuron act
O=c1cc(CSc2nnc(COc3ccccc3)o2)c2ccccc2[nH]1,1.5,1,-7,3,0.1,115,-3,-4,7,1.6
CN(c1cccc(Cl)c1)S(=O)(=O)c1cccc(C(=O)Nc2nc3ccccc3[nH]2)c1,0.2,1.2,-11,6,-0.6,106,-16,-3,11,0.5

# Next part.
SMILES,Redox H2O2 prof,FLuc stim CS,APP 5UTR inh,G6PDH counter,Hsp70 activator,STAT1 activator,FLuc inhib CS,Efa HMGR inh,APP 5'UTR act,NF-kB neuron act
CNC(=S)N(Cc1ccc2c(c1)OCO2)C1CC(=O)N(c2ccc(F)cc2)C1=O (stereo unspecified),1.8,1,-17,1,-0.1,94,-3,-4,17,0.84
Cc1[nH]c2ccccc2c1CN1CCC(Cc2ccccc2)CC1,-0.8,1.1,5,-3,-0.3,100,-5,-1,-5,1.1
CCCCN1C(=O)N(C)C2C1N(C)C(=O)N2CCCC (stereo unspecified),1.7,1,-14,7,0.0,98,-1,-5,14,1.2
CCOC(=O)c1ccc(S(=O)(=O)N2CCC(C(=O)O)CC2)cc1,0.1,1,-4,1,-0.1,104,-2,-6,4,1.1
CCOCc1nnc(NC(=O)c2cc(OC)c(OC)c(OC)c2)s1,-0.4,1,14,14,-0.1,102,-2,4,-14,0.96
O=C(O)/C=C\C(=O)Nc1ccccc1C(=O)NC1CCCCC1,-0.3,1,-2,2,-0.4,112,-5,-3,2,1.3
O=C(NC1CCCC1)C1CCN(c2nccs2)CC1,-0.5,1,-1,9,0.7,101,-5,-3,1,1.1
COc1ccc(CCN(C)c2ncnc3sccc23)cc1OC,0.0,1.1,2,1,0.0,93,-7,1,-2,1.2
O=C(c1ccc(F)cc1)[C@@H]1[C@@H](C(=O)c2ccccc2)[C@@]2(C(=O)Nc3ccccc32)[C@H]2c3ccccc3C=CN12,0.3,1.1,-26,-15,-0.4,95,-7,-6,26,0.47
COc1ccc(OC)c(-c2nc(C(N)=O)c3[nH]c(=O)n(-c4ccc(F)cc4)c3n2)c1,-2.4,1,4,4,0.0,106,-4,3,-4,0.98
NC(=O)c1ccc(NC(=O)CSc2nnc(-c3ccccn3)n2N)cc1,0.3,1.1,5,5,-0.2,103,-6,-6,-5,1.2
[O-]C1=N/[N+](=C/c2ccc(Cl)c(Cl)c2)CC1,0.1,1,-2,7,-0.1,95,-1,-15,2,1.1
CC(C)NS(=O)(=O)c1ccc2c(c1)oc(=O)n2C,-0.1,1,-2,11,-0.3,107,-2,-7,2,1.1
CCc1ccc(CCC(=O)Nc2ccccc2C(=O)O)o1,0.3,0.9,-19,0,0.1,113,12,-11,19,1.2
CC(C)c1cc(-c2n[nH]c(=S)n2Cc2ccccc2)cs1,1.7,1,-8,0,-0.1,102,-2,2,8,1.4
O=C1C2C3C=CC(C3)C2C(=O)N1c1ccccc1OS(=O)(=O)c1ccccc1 (stereo unspecified),0.1,1,-30,1,-0.2,93,-2,-1,30,0.89
CN(CC(=O)N1CCOCC1)C(=O)CSc1nc2ccccc2s1,-1.4,1,-4,-5,0.0,104,-3,1,4,0.98
O=C(C1CCN(S(=O)(=O)N2CCC3(CC2)OCCO3)CC1)N1CCOCC1,0.0,1.1,-3,9,-0.2,99,-6,-9,3,1.1
